High-throughput results from PubChem.
PLCg1 inh – PLC-gamma1 (human) inhibition, primary screen. P19174. purified PLC-gamma1, fluorogenic substrate, fluorescence. inhibition, % at 12.2 µM. 370,000 tested, 0.84% active; in the data active means inhibition above about 9.5%
DAX1 inh-1 – inhibits human nuclear receptor DAX1; AID 504766; 340,000 tested, 0.99% active; inhibition, % at 6.75 µM; HEK293 Gal4-DAX1 luciferase reporter, luminescence; P51843;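 active means inhibition above the mean over all tested compounds plus 3 SD, cut at about 4.2% in these data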;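 further: 0% = DAX1-transfected cells with DMSO and 100% = empty-vector control cells with DMSO; inhibition shows as a rise in luminescence from relieved DAX1 repression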
GAA850 FXN act – frataxin GAA850 promoter activation; AID 540364; activation, % at 6 µM; 360,000 tested, 0.56% active; HEK293 lucGAA850 FXN promoter luciferase reporter, 24 h; percent of 10 µM SAHA response;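 active means activation above the average of all compounds screened plus 3 SD, cutoff fixed separately per campaign, cut at about 7.5% in these data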;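 further: 0% = DMSO wells and 100% = 10 µM SAHA wells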
ADAM17 inh – ADAM17 inhibition, QFRET primary screen; 370,000 tested, 0.83% active; inhibition, % at 6.95 µM; recombinant ADAM17, EDANS/DABCYL FRET peptide cleavage; AID 720648;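 active means inhibition above the mean of compounds lying between control limits plus 3 SD, set per campaign, cut at about 8.5% in these data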;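 further: 0% = DMSO-only wells as the low control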
ADAM10 inh – inhibitors of human ADAM10; recombinant ADAM10, EDANS/DABCYL FRET peptide cleavage, 3 h; 370,000 tested, 0.62% active; O14672; inhibition, % at 7 µM;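 active means inhibition above a per-campaign cutoff equal to the mean of compounds falling between control-based bounds plus 3 SD, cut at about 20% in these data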;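 further: 0% = DMSO wells while the 100% control is not disclosed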
hgDAF-12 ag – activates the H. glycines DAF-12 receptor ligand-binding domain | 370,000 tested, 1.8% active | activation, % at 6.8 µM | HEK293 GAL4-hgDAF12 UAS-luciferase reporter, agonist luminescence; normalized to butyrate control;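 active means activation above a cutoff set at the mean of all screened compounds plus 3 SD, cut at about 10% in these data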;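 further: 0% = DMSO wells and 100% = sodium butyrate wells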
sPLA2-III inh – Blocks human group III sPLA2 activity | Q9NZ20 | QFRET BODIPY PC-A2 liposome hydrolysis, fluorescence | inhibition, % at 12.2 µM | 370,000 tested, 0.56% active;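 active means inhibition above mean plus 3 SD of compounds lying within the high and low control bounds, cut at about 19% in these data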;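 further: 0% = median of test compound wells and 100% = no enzyme DMSO wells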
PLCb3 inh – blocks human PLC-beta3 enzyme activity | 370,000 tested, 0.18% active | Q01970 | AID 720704 | Purified PLC-beta3, fluorogenic substrate, fluorescence | inhibition, % at 12.2 µM; in the data active means inhibition above about 11%;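 further: 0% = median of compound wells on plate and 100% = full blocker control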
DAX1 inh-2 – inhibitors of DAX1 repression of SF-1 activated StAR promoter | 370,000 tested, 1.1% active | HEK293T StAR-luciferase reporter, SF-1/DAX-1 repression relief | AID 652010 | inhibition, % at 6.8 µM;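 active means inhibition above the mean over all tested compounds plus 3 SD, cut at about 3.6% in these data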;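 further: 0% = DAX-1 cells with DMSO and 100% = cells lacking DAX-1 with DMSO; higher inhibition means more luminescence from relief of DAX-1 repression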
ssDAF12 agonist – activators of S. stercoralis DAF-12 nuclear receptor | HEK293 ssDAF-12/GRIP1 lit1-tk-luc reporter, luminescence; % of 3 µM dafachronic acid response | activation, % at 6.8 µM | 370,000 tested, 1% active | AID 652126;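 active means activation above the mean over all tested compounds plus 3 SD, cut at about 0.9% in these data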;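 further: 0% = DMSO-only wells and 100% = 3 µM delta7-dafachronic acid wells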
hcDAF-12 act – activates DAF-12 receptor from parasite H. contortus | HEK293 hcDAF-12 lit1-tk-luc reporter, luminescence; 0% DMSO, 100% Δ7-dafachronic acid | AID 652067 | 370,000 tested, 1.4% active | activation, % at 6.8 µM;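 active means activation above the mean of all tested compounds plus 3 SD, cut at about 5.5% in these data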;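 further: 100% = response to 3 µM Δ7-dafachronic acid high control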
* marks the source's active call; other numbers are inactive results.

`O=S1(=O)C[C@@H](N2CCN(CCO)CC2)[C@H](COCc2ccccc2)N1` gave PLCg1 inh -3, ADAM17 inh 0, ADAM10 inh -24, hgDAF-12 ag -3.5, sPLA2-III inh 9, PLCb3 inh -7, DAX1 inh-2 2.3, ssDAF12 agonist -1.2 and hcDAF-12 act -1.2.
For O=C(/C=C/c1c(Cl)cccc1Cl)NCCc1ccccc1 the results were PLCg1 inh 4, DAX1 inh-1 1.3, GAA850 FXN act 1.1, ADAM17 inh 0, ADAM10 inh -1, hgDAF-12 ag 2.1, sPLA2-III inh -6, PLCb3 inh 1, DAX1 inh-2 -0.2, ssDAF12 agonist -1.6 and hcDAF-12 act -1.1.
For O=c1c([N+](=O)[O-])c(O)c2cccc3c2n1CCC3 the results were PLCg1 inh -8, DAX1 inh-1 -0.8, GAA850 FXN act 1.6, ADAM17 inh -4, ADAM10 inh -8, hgDAF-12 ag 2.0, sPLA2-III inh 6, PLCb3 inh -16, DAX1 inh-2 0.3, ssDAF12 agonist -1.2 and hcDAF-12 act -0.8.
`CCC(=O)C1CCCN(C(=O)c2ccc(OC3CCN(C(=O)c4cccnc4)CC3)cc2)C1` (configuration not stated) gave PLCg1 inh -3, DAX1 inh-1 1.2, GAA850 FXN act -0.1, ADAM17 inh -5, ADAM10 inh -4, hgDAF-12 ag 1.5, sPLA2-III inh -3, PLCb3 inh -2, DAX1 inh-2 -1.7, ssDAF12 agonist -1.5 and hcDAF-12 act -0.9.
OC(CNc1ccccc1)Cn1ccc2ccccc21 (configuration not stated) was read as PLCg1 inh 1, DAX1 inh-1 0.1, GAA850 FXN act -1.2, ADAM17 inh -2, ADAM10 inh 1, hgDAF-12 ag -1.3, sPLA2-III inh 8, PLCb3 inh -3, DAX1 inh-2 -0.1, ssDAF12 agonist -1.4 and hcDAF-12 act 0.5.
Screening COCCNc1nc2c(c(=O)[nH]c(=O)n2C)n1CCCc1ccccc1 returned PLCg1 inh 1, DAX1 inh-1 -1.2, GAA850 FXN act -0.6, ADAM17 inh -1, ADAM10 inh -7, hgDAF-12 ag -1.5, sPLA2-III inh -2, PLCb3 inh -2, DAX1 inh-2 -0.4, ssDAF12 agonist -1.6 and hcDAF-12 act -2.5.
`CCO[C@H]1OC(C(=O)N2CCOCC2)=C[C@@H](c2ccc(Br)cc2)[C@@H]1CCCO` gave PLCg1 inh 3, DAX1 inh-1 -0.5, GAA850 FXN act 0.0, ADAM17 inh -1, ADAM10 inh -3, hgDAF-12 ag -1.3, sPLA2-III inh -1, PLCb3 inh 0, DAX1 inh-2 0.6, ssDAF12 agonist -1.0 and hcDAF-12 act -1.0.
`O=C(Cn1c(=O)c2cccn2c2cccnc21)NCCCN1CCN(c2ccccc2)CC1` gave PLCg1 inh 4, ADAM17 inh -7, ADAM10 inh -11, hgDAF-12 ag -0.3, sPLA2-III inh 5, PLCb3 inh 7, ssDAF12 agonist -0.8 and hcDAF-12 act -1.1.
Cc1ccsc1/C=C(\C(=O)c1ccc(OC(C)C)cc1)c1nc2ccccc2o1 was read as PLCg1 inh -32, DAX1 inh-1 -2.3, GAA850 FXN act -1.5, ADAM17 inh 5, ADAM10 inh 11, hgDAF-12 ag -3.8, sPLA2-III inh 1, PLCb3 inh -38, DAX1 inh-2 -0.4, ssDAF12 agonist -0.5 and hcDAF-12 act -2.0.
CC(C)(C)OC(=O)C[C@H]1C/C=C\C[C@@H](CC(=O)N[C@@H](CO)Cc2ccccc2)C(=O)NCCOC1=O was read as PLCg1 inh -1, DAX1 inh-1 0.8, GAA850 FXN act -2.2, ADAM17 inh -4, ADAM10 inh 1, hgDAF-12 ag 2.4, sPLA2-III inh 4, PLCb3 inh 0, DAX1 inh-2 0.7, ssDAF12 agonist -1.1 and hcDAF-12 act -1.3.
For Cc1cc(O)c(C(C)C)cc1C1(c2cc(C(C)C)c(O)cc2C)OC(=O)c2ccccc21 the results were PLCg1 inh 6, DAX1 inh-1 -5.8, GAA850 FXN act -5.2, ADAM17 inh 0, ADAM10 inh 7, hgDAF-12 ag -4.5, sPLA2-III inh -42, PLCb3 inh -2, DAX1 inh-2 -0.9, ssDAF12 agonist -2.0 and hcDAF-12 act -3.0.
CCc1c(O)nc(SCC(=O)NCc2ccco2)[nH]c1=O was read as PLCg1 inh 1, DAX1 inh-1 1.5, GAA850 FXN act 3.0, ADAM17 inh 1, ADAM10 inh -8, hgDAF-12 ag 3.3, sPLA2-III inh 1, PLCb3 inh 2, DAX1 inh-2 -0.6, ssDAF12 agonist -1.5 and hcDAF-12 act -1.0.
Screening COC(=O)C1=C(COc2ccc(C=O)cc2OC)NC(=O)NC1c1cc(C)ccc1C (configuration not stated) returned PLCg1 inh 3, DAX1 inh-1 0.0, GAA850 FXN act 1.2, ADAM17 inh 1, ADAM10 inh -3, hgDAF-12 ag -3.4, sPLA2-III inh 0, PLCb3 inh 6, DAX1 inh-2 0.1, ssDAF12 agonist -0.8 and hcDAF-12 act 0.6.
`CCOc1ccc(Nc2oc(-c3ccccc3Cl)nc2C#N)cc1` gave PLCg1 inh -109, ADAM17 inh -16, ADAM10 inh -51, hgDAF-12 ag -0.5, sPLA2-III inh -6, PLCb3 inh -140, DAX1 inh-2 -1.5, ssDAF12 agonist -2.0 and hcDAF-12 act -0.8.
Cc1nnc(N/N=C/c2cccc(OCc3ccc(Cl)c(Cl)c3)c2)n1N was read as PLCg1 inh 13*, DAX1 inh-1 -2.9, GAA850 FXN act 2.2, ADAM17 inh 4, ADAM10 inh 8, hgDAF-12 ag -6.5, sPLA2-III inh 0, PLCb3 inh 11*, DAX1 inh-2 -1.8, ssDAF12 agonist -1.9 and hcDAF-12 act 1.4.
For COc1ccc(CNC(=O)CN(Cc2ccc(Cl)cc2)S(C)(=O)=O)cc1 the results were PLCg1 inh -2, DAX1 inh-1 -0.8, GAA850 FXN act 2.1, ADAM17 inh 0, ADAM10 inh -15, hgDAF-12 ag -0.4, sPLA2-III inh -4, PLCb3 inh 0, DAX1 inh-2 -0.1, ssDAF12 agonist -1.1 and hcDAF-12 act -2.6.
CCOC(=O)c1c(N)sc2c(OCC)c(Br)ccc12 was read as PLCg1 inh -1, DAX1 inh-1 -2.0, GAA850 FXN act 4.5, ADAM17 inh 5, ADAM10 inh 23*, hgDAF-12 ag 0.1, sPLA2-III inh -12, PLCb3 inh 1, DAX1 inh-2 -0.2, ssDAF12 agonist -1.4 and hcDAF-12 act -0.8.
O=C1O[C@@H](c2ccc(O)cc2)Cc2cccc(O)c21 was read as PLCg1 inh -160, DAX1 inh-1 0.3, GAA850 FXN act 0.6, ADAM17 inh -30, ADAM10 inh -135, hgDAF-12 ag 1.4, sPLA2-III inh -16, PLCb3 inh -269, DAX1 inh-2 -0.1, ssDAF12 agonist -1.0 and hcDAF-12 act 0.8.
CN(C)S(=O)(=O)c1ccc(NC(=O)CN2CCN(C(c3ccccc3)c3ccccc3)CC2)cc1 was read as PLCg1 inh 11*, DAX1 inh-1 -0.3, GAA850 FXN act -0.1, ADAM17 inh 0, ADAM10 inh 6, hgDAF-12 ag 1.2, sPLA2-III inh 3, PLCb3 inh 1, DAX1 inh-2 0.3, ssDAF12 agonist -1.2 and hcDAF-12 act -0.6.
Screening CC1=C(C#N)C(c2cccnc2)C2=C(CCCC2=O)N1 (configuration not stated) returned PLCg1 inh inactive, DAX1 inh-1 1.1, GAA850 FXN act 1.0, ADAM17 inh -387, ADAM10 inh inactive, hgDAF-12 ag 0.1, sPLA2-III inh 3, PLCb3 inh inactive, DAX1 inh-2 -0.6, ssDAF12 agonist -1.0 and hcDAF-12 act -0.7.
For O=C(CSc1ccc2nnc(-c3cccc(F)c3)n2n1)NCC1CCCO1 (configuration not stated) the results were PLCg1 inh -23, DAX1 inh-1 -0.8, GAA850 FXN act -0.2, ADAM17 inh -10, ADAM10 inh -24, hgDAF-12 ag 1.1, sPLA2-III inh 2, PLCb3 inh -33, DAX1 inh-2 -0.6, ssDAF12 agonist -1.5 and hcDAF-12 act -1.3.
Screening Cc1nc2ccc(NC(=O)Cc3ccc4c(c3)OCCO4)cc2s1 returned PLCg1 inh 1, DAX1 inh-1 -1.0, GAA850 FXN act 3.0, ADAM17 inh 2, ADAM10 inh 5, hgDAF-12 ag -0.5, sPLA2-III inh 4, PLCb3 inh 0, DAX1 inh-2 0.6, ssDAF12 agonist -1.4 and hcDAF-12 act -0.1.
`CCCn1ncc(CN2CCC(n3nccc3NC(=O)c3ccccc3OC)CC2)c1C` gave PLCg1 inh 0, DAX1 inh-1 0.6, GAA850 FXN act 1.1, ADAM17 inh -2, ADAM10 inh -1, hgDAF-12 ag 1.3, sPLA2-III inh 5, PLCb3 inh -6, DAX1 inh-2 -0.8, ssDAF12 agonist -1.0 and hcDAF-12 act 0.8.
Screening CCn1cnc2cc(NCc3ccc(OC)cc3)ccc21 returned PLCg1 inh -32, DAX1 inh-1 0.3, GAA850 FXN act 2.4, ADAM17 inh -15, ADAM10 inh -35, hgDAF-12 ag 5.3, sPLA2-III inh 3, PLCb3 inh -45, DAX1 inh-2 2.1, ssDAF12 agonist -1.2 and hcDAF-12 act 1.1.
`O=c1[nH]ccc2c(O)cccc12` gave PLCg1 inh -8, DAX1 inh-1 0.1, GAA850 FXN act -0.9, ADAM17 inh -36, ADAM10 inh -115, hgDAF-12 ag 0.0, sPLA2-III inh 3, PLCb3 inh -15, DAX1 inh-2 1.8, ssDAF12 agonist -1.5 and hcDAF-12 act 1.6.
COc1cc2c(cc1OC)-c1cc(OCc3cccnc3)nc(=O)n1CC2 was read as PLCg1 inh inactive, DAX1 inh-1 1.0, GAA850 FXN act 8.8*, ADAM17 inh inactive, ADAM10 inh inactive, hgDAF-12 ag -0.9, sPLA2-III inh 4, PLCb3 inh inactive, DAX1 inh-2 -0.4, ssDAF12 agonist -1.1 and hcDAF-12 act -1.9.
For O=C1c2ccccc2C(=O)N1Cc1ccccn1 the results were PLCg1 inh 0, DAX1 inh-1 -0.2, GAA850 FXN act 1.7, ADAM17 inh -1, ADAM10 inh 8, hgDAF-12 ag -2.4, sPLA2-III inh -1, PLCb3 inh -3, DAX1 inh-2 0.0, ssDAF12 agonist -1.3 and hcDAF-12 act -1.1.
For COc1ccc(C(=O)N2CC(=O)N(CCc3ccccc3)C(=O)C2)cc1OC the results were PLCg1 inh 2, DAX1 inh-1 0.7, GAA850 FXN act -0.2, ADAM17 inh 0, ADAM10 inh 1, hgDAF-12 ag 2.9, sPLA2-III inh -2, PLCb3 inh 3, DAX1 inh-2 -0.1, ssDAF12 agonist 0.3 and hcDAF-12 act 5.5.

Not a hit list; any-hit rate near 6.9%.
